Compound activity deposited in PubChem BioAssay by several laboratories.
CSN inh: inhibitors of human CSN-mediated cullin deneddylation; 0.38% of 360,000 active; inhibition, % at 12.5 µM; Purified CSN, SCF-Nedd8-OG deneddylation, fluorescence polarization; Q92905; AID 651999;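 active = pattern-corrected inhibition above about 35%, with an unprinted fluorescence ratio check between 0.5 and 1.5, limit read from the data, passing the limit was not always enough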;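 note: 0% = enzyme with substrate and 100% = substrate without enzyme; some results filed as inactive read as strong as hits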
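test system = HEK293T-derived human Csn5 enzyme | amount = 0.24 nM Csn5 enzyme, final concentration | medium = Tris/NaCl/DTT buffer, pH 7.5 | schedule = 90 min reaction at room temperature | signal = FP | evaluation = inhibition of Csn5 cleavage, % | compound dosing = single dose of 12.5 µM compound with 0.25% DMSO | probe or stimulus = 10 nM SCFSkp2-Nedd8OG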
E coli Lon inh: inhibitors of E. coli Lon protease | P0A9M0 | purified E. coli Lon protease, fluorescence polarization | inhibition, % at 7.94 µM | 0.42% of 360,000 active | AID 602123; in the data active = inhibition above about 13%, passing the limit was not always enough;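 note: 0% = enzyme with probe and DMSO and 100% = no enzyme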
MT1-MMP act inh: inhibitors of human MT1-MMP activation; P50281; HT1080 RFP-PRO-GFP cells, GFP/RFP ratio fluorescence, overnight; percent of plate control window, DMSO zero; GFP/RFP ratio change, % at 20 µM; 0.061% of 360,000 active; AID 651647;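 active = GFP/RFP ratio change of at least 30% with cell ATP level not reduced by more than half and red fluorescence within 50% of control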; note: strong numbers were not always called active
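Assay system: HT1080 cells carrying an RFP-PRO-GFP reporter | Dosing: Single dose of 20 µM compound, 1% DMSO final | Incubation: Cells overnight before dosing, compound overnight, 37 °C, 5% CO2 | Evaluation: GFP/RFP fluorescence ratio | Control set: DMSO and RFP-L50D-GFP cell wells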
FAS TE block: blocks the thioesterase domain of human fatty acid synthase; recombinant FAS-TE, OMFH fluorogenic substrate, fluorescence endpoint; AID 602261; P49327; inhibition, % at 15 µM; 0.67% of 360,000 active;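 active = compounds whose normalised, plate-corrected inhibition of enzyme fluorescence in the single-dose primary screen is 50% or more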;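 note: 0% = DMSO with enzyme and 100% = substrate without enzyme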
PABP1 MLLE inh: blocks PAM2 peptide binding to the PABP1 MLLE domain. GST-MLLE / FITC-PAM2 fluorescence polarization. AID 588489. inhibition, % at 20 µM. P11940. 0.36% of 360,000 active; in the data active = inhibition above about 35%, passing the limit was not always enough;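 note: plate controls were DMSO wells with GST-MLLE for no effect and wells lacking GST-MLLE protein for full effect; some results filed as inactive read as strong as hits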
Target sequence (P11940 whole entry, looked up, the tested form may be a part): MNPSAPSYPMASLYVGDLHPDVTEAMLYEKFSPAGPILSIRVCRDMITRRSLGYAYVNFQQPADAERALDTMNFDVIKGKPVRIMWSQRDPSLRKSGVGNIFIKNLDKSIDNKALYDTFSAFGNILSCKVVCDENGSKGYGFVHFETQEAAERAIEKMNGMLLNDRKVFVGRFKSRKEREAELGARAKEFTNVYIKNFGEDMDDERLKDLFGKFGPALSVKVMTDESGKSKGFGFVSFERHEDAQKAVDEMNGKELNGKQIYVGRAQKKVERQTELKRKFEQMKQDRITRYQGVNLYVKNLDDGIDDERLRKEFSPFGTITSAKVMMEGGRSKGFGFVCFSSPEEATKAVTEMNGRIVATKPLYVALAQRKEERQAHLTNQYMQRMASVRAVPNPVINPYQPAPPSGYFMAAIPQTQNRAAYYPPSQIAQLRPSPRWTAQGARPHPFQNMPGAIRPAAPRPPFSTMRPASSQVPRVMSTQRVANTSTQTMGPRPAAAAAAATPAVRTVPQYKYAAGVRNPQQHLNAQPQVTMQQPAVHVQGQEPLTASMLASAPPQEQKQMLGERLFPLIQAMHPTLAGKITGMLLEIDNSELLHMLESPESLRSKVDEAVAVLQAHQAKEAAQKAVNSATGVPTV
bovine MsrA act: activators of bovine methionine sulfoxide reductase A | purified bovine MsrA, absorbance read-out | activation, % at 10.6 µM | 0.3% of 360,000 active; in the data active = activation above about 7.5%;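 note: 0% = vehicle and 100% = reference activator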
Rin1-Abl PPI inh: blocks binding of human Rin1 to Abl. TR-FRET Rin1/Abl binding, biochemical. inhibition, % at 7.35 µM. 0.4% of 360,000 active. AID 588664; in the data active = inhibition above about 5%, passing the limit was not always enough
Rpn11 inh: Rpn11 (human) deubiquitinase inhibition; 0.59% of 360,000 active; calls only at 20 µM; O00487; human 26S proteasome, Ub4-pepOG fluorescence polarization; 20S core pre-blocked with epoxomicin;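 active = inhibition at 20 µM, scaled to each plate's controls, above about 33%, limit read from the data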
Target sequence (O00487 whole entry, looked up): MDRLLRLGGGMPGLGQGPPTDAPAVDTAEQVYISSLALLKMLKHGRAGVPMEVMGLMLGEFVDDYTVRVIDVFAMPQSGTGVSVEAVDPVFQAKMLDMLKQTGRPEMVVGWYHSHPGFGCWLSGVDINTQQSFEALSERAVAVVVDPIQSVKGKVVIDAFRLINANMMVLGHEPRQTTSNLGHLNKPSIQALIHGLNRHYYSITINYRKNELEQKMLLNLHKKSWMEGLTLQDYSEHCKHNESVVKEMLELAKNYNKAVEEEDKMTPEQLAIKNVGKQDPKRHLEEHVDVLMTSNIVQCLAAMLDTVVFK
MsrA inh: inhibits bovine methionine sulfoxide reductase A | 0.75% of 360,000 active | inhibition, % at 15.5 µM | purified bovine MsrA, absorbance read-out; in the data active = inhibition above about 4.5%;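 note: 0% = vehicle wells with enzyme and 100% = reference inhibitor wells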
Numbers without * were called inactive; i = inactive; . = no result given.

1: CCC(C)(C)n1nnnc1C(c1cc2cc3c(cc2[nH]c1=O)OCO3)N1CCCCC1 (configuration not stated)
2: CC(Sc1ncnc2sc(-c3ccccc3)cc12)C(N)=O (configuration not stated)
3: CCc1ccc(CNC(=O)C2CC(=O)N(CCc3ccc(C)cc3)C2)cc1 (configuration not stated)
4: COc1ccc(-c2c(C(C)=O)c(C)nc3sc4c(=O)n(-c5ccc(C)cc5)nnc4c23)cc1
5: Cc1onc(-c2ccccc2)c1C(=O)Nc1cccnc1
6: COc1ccc(NC2CCCN(C(=O)c3ccccc3N3CCOCC3)C2)cc1OC (configuration not stated)
7: CCOC(=O)c1ccc(NC(=O)C(C)N2C(=O)c3ccccc3C2=O)cc1 (configuration not stated)
8: COc1ccccc1/C=C/C(=O)OCC(=O)NCc1ccco1
9: COc1ccc(C(=O)C(C)OC(=O)COc2ccccc2)cc1 (configuration not stated)
10: CC(C)Cn1c(=O)c(C(=O)Nc2cnccn2)c(O)c2ccccc21

entry no.	1	2	3	4	5	6	7	8	9	10
CSN inh	-2	-1	-4	1	4	3	3	2	-4	0
E coli Lon inh	-3	-7	7	0	-6	-13	-10	7	-4	2
MT1-MMP act inh	-13	0	3	-5	-3	-3	-1	2	0	2
FAS TE block	-1	-1	-2	42	-4	-6	5	-10	5	2
PABP1 MLLE inh	-7	-10	-25	-3	-8	5	5	-1	19	-6
bovine MsrA act	-2	-2	-6	1	-3	-1	2	-2	2	-12
Rin1-Abl PPI inh	-4	-5	6	-5	-2	0	-4	-2	-2	5
Rpn11 inh	i	i	i	i	i	i	i	i	i	i
MsrA inh	.	0.6	-0.1	-0.4	0.2	-1.3	0.3	0.3	0.2	0.0

11: COC(=O)c1cc(OC(=O)CCc2ccc(OC)c(OC)c2)cc(C(=O)OC)c1
12: CCCNC(=O)Nc1ccc(F)c(Cl)c1
13: CCOc1cc(CN2CCN(C(=O)c3ccco3)CC2)ccc1OC
14: Cc1occc1C(=O)N1CCCC(Nc2ccc(C(C)C)cc2)C1 (configuration not stated)
15: Cc1ccc(NS(=O)(=O)c2ccc(NC(=O)N3CCCCC3)cc2)cc1
16: NC/C(=N\O)c1ccc(Cl)cc1Cl
17: FC(F)(F)c1nc2nccnc2[nH]1
18: O=C1NN=C(c2ccc(Cl)cc2)CC1c1cccc(Cl)c1 (configuration not stated)
19: CCC(C)c1c(O)nc(SCC(=O)N2CCCCCC2)[nH]c1=O (configuration not stated)
20: Cc1ccc2c(c1)n([O-])c1c([n+]2=O)CCCC1

entry no.	11	12	13	14	15	16	17	18	19	20
CSN inh	3	-4	1	-1	5	7	3	0	-1	3
E coli Lon inh	6	-14	-2	-1	-9	-9	-14	2	-4	9
MT1-MMP act inh	1	-10	0	2	-7	-3	9	-6	-1	0
FAS TE block	18	-6	-4	0	2	-40	-8	11	-3	-11
PABP1 MLLE inh	-6	3	25	-2	-6	-10	-4	-14	17	25
bovine MsrA act	-3	-3	4	0	-1	-3	0	-2	-3	-5
Rin1-Abl PPI inh	-2	7	-2	-2	-1	3	0	0	-1	-3
Rpn11 inh	i	i	i	i	i	i	i	i	i	i
MsrA inh	-1.1	-0.2	0.8	-0.4	-0.1	0.2	1.9	-1.7	-0.8	0.8

21: CC1CCCCC12NC(=O)N(CC(=O)Nc1cccc(S(=O)(=O)N3CCCCC3)c1)C2=O (configuration not stated)
22: CCc1ccc(NC(=O)C2CCN(c3c(N4CCCC4)c(=O)c3=O)CC2)cc1
23: Nc1ccn(Cc2cccc(F)c2)n1
24: CC1CCC(C(=O)NC(C(=O)NCCc2ccc(S(N)(=O)=O)cc2)C(C)C)CC1 (configuration not stated)
25: COc1ccc(-c2cc(C(=O)Nc3cc(C)nn3-c3ccccc3)no2)cc1
26: CCOC(=O)N1CCN(C(=S)NC)CC1
27: CCCCc1c(CCC)c(=N)c2ccccc2n1C
28: Clc1ccc(Cn2cc(/C=N/n3cnnc3)c3ccccc32)c(Cl)c1
29: CC(C)N(CCO)C(=O)CCc1nnc(CCCc2ccccc2)o1
30: COc1ccccc1C=NNC(=O)c1ccncc1

entry no.	21	22	23	24	25	26	27	28	29	30
CSN inh	-1	0	-5	5	0	1	2	1	2	-1
E coli Lon inh	2	-7	-1	-4	-7	-5	-9	-1	-8	-5
MT1-MMP act inh	7	-1	-2	-6	-2	-8	-1	-8	5	0
FAS TE block	6	26	-4	-3	-3	-12	-3	-4	-11	-7
PABP1 MLLE inh	-10	18	12	-15	-8	-87	-107	-1	2	-2
bovine MsrA act	-4	-2	-1	-1	-7	-6	0	-10	-6	-3
Rin1-Abl PPI inh	2	1	-2	2	-1	0	-2	3	7	2
Rpn11 inh	i	i	i	i	i	i	i	i	i	i
MsrA inh	-0.7	0.8	-0.1	0.1	-1.1	-1.7	3.0	1.5	-0.8	1.8

Three entries out of the list above, ordered by the number in CSN inh, highest first:
item | Compound | CSN inh | E coli Lon inh | MT1-MMP act inh | PABP1 MLLE inh | bovine MsrA act | Rin1-Abl PPI inh | Rpn11 inh | MsrA inh
24 | CC1CCC(C(=O)NC(C(=O)NCCc2ccc(S(N)(=O)=O)cc2)C(C)C)CC1 (configuration not stated) | 5 | -4 | -6 | -15 | -1 | 2 | i | 0.1
25 | COc1ccc(-c2cc(C(=O)Nc3cc(C)nn3-c3ccccc3)no2)cc1 | 0 | -7 | -2 | -8 | -7 | -1 | i | -1.1
23 | Nc1ccn(Cc2cccc(F)c2)n1 | -5 | -1 | -2 | 12 | -1 | -2 | i | -0.1

Continuation:
31: CCOC(=O)N1CCC(N2CCCC(CO)(Cc3ccccc3C)C2)CC1 (configuration not stated)
32: O=C(CCN1C(=O)c2ccccc2C1=O)N1CCCCCC1
33: O=C(c1cc2ccccc2o1)N1CCN(c2ncccn2)CC1
34: CC(C)Sc1oc(-c2ccco2)nc1S(=O)(=O)c1ccccc1
35: COc1ccc(-c2ccc(CCC(=O)O)n2CC(=O)Nc2cccc(OC)c2)cc1
36: Cn1c(=N)n(CC(=O)O)c2ccccc21
37: Cc1nn(C)cc1/C=N/NC(=O)CSc1ccccn1
38: O=C1CC(c2ccc(F)cc2)Cc2nc(NCc3ccco3)ncc21 (configuration not stated)
39: CCCn1c(NC(=O)C23CC4CC(CC(O)(C4)C2)C3)nc2ccccc21
40: O=C(COC(=O)c1c(F)cccc1F)Nc1cccc(S(=O)(=O)N2CCCCC2)c1

entry no.	31	32	33	34	35	36	37	38	39	40
CSN inh	8	-3	3	8	22	4	-2	5	10	3
E coli Lon inh	-3	-3	-6	-8	-4	0	-1	-5	-6	0
MT1-MMP act inh	-2	0	0	-9	-6	2	1	5	6	3
FAS TE block	-6	-6	-6	25	-3	-6	-1	-4	-2	6
PABP1 MLLE inh	-24	10	5	-16	-25	-4	7	0	2	0
bovine MsrA act	-1	-2	-3	-6	-2	-1	-2	-2	-2	-1
Rin1-Abl PPI inh	-2	1	2	2	2	1	0	-2	-1	-2
Rpn11 inh	i	i	i	i	i	i	i	i	i	i
MsrA inh	1.6	0.8	-1.4	0.4	4.7*	0.0	1.0	-0.9	0.3	0.5

41: CCC(C)(C)n1nnnc1CN(Cc1ccco1)Cc1cc2cc3c(cc2[nH]c1=O)OCO3
42: Cc1ccc(S(=O)(=O)NCC(=O)NCC2CCCCC2)cc1C
43: CC(=O)Nc1ccc(S(=O)(=O)NCC2CCC(C(=O)N3CC(C)CC(C)C3)CC2)cc1 (configuration not stated)
44: COc1ccc(-n2nc(C(=O)Nc3ccc(OC)c(OC)c3)c3c4ccccc4n(C)c3c2=O)cc1
45: O=C(C1CC(=O)N(c2ccc(Cl)cc2)C1)N1CCCCCC1 (configuration not stated)
46: COc1ccc(Cc2nnc(NS(=O)(=O)c3ccc(NC(C)=O)cc3)s2)cc1
47: Cn1cnnc1SCC(=O)Nc1ccccc1
48: OC1CNc2c(ccc3ccccc23)C1 (configuration not stated)
49: CCN(CC)c1nc(Nc2ccccc2)nc(Oc2ccc(C(=O)OC)cc2)n1
50: CSc1ncnc2c1ncn2CCCNCC(C)c1ccccc1 (configuration not stated)

entry no.	41	42	43	44	45	46	47	48	49	50
CSN inh	-4	5	-2	48*	-2	0	-5	6	-1	2
E coli Lon inh	4	-2	0	1	2	-12	-8	-16	-2	-16
MT1-MMP act inh	-3	0	-2	5	0	1	1	1	-42	6
FAS TE block	-7	0	-3	22	-6	1	-7	-6	28	-11
PABP1 MLLE inh	40*	-11	-5	18	6	9	9	13	-15	14
bovine MsrA act	-6	-2	-1	-1	0	-2	-1	3	-5	-8
Rin1-Abl PPI inh	-4	1	-2	2	5	3	1	0	-2	-1
Rpn11 inh	i	i	i	i	i	i	i	i	i	i
MsrA inh	.	0.2	0.8	-1.4	-1.1	-0.3	0.8	0.6	-0.4	-0.9

51: CC(C)(C)C(=O)Nc1cccc2[nH]ncc12
52: COc1ccccc1CNC(=O)COC(=O)c1ccc([N+](=O)[O-])o1
53: COC(=O)c1cc(C(=O)OC)cc(-n2c(C)cc(C(=O)CC#N)c2C)c1
54: CCOCCCNC(=O)c1ccccc1NC(=O)C1=C(C)OCCS1
55: Cc1ccc(NNC(=O)c2snnc2C)cc1Cl
56: CN(Cc1ccc(F)cc1)C(=O)c1ccc2c(c1)NC(=O)CS2
57: Cc1ccc(S(=O)(=O)N2CCCC2)cc1C(=O)NC1CCCCC1
58: COc1ccc(-c2cc(N3C(=O)Nc4ccccc4N3O)n[nH]2)cc1
59: COC(CNC(=O)c1ccc(Cn2c(=S)[nH]c3cc4c(cc3c2=O)OCO4)cc1)OC
60: C(=N\n1cnnc1)/c1cccs1
61: Cc1ccc(-c2ccc(CN3C(C(C)C)C(=O)N(Cc4cn(CCC5OCCO5)nn4)CCS3(=O)=O)cc2)cc1 (configuration not stated)
62: Cc1ccc(S(=O)(=O)N2CCCC(C(=O)NCc3ccco3)C2)cc1Cl (configuration not stated)

entry no.	51	52	53	54	55	56	57	58	59	60	61	62
CSN inh	-1	-3	-1	-2	-3	-4	1	-2	5	-2	2	1
E coli Lon inh	-2	-16	0	-2	-1	11	-3	3	1	1	3	-10
MT1-MMP act inh	-1	-6	-8	-1	1	5	2	-9	-2	-2	0	-4
FAS TE block	-3	2	21	-7	-4	-8	-8	-10	-1	-8	21	6
PABP1 MLLE inh	12	-1	-3	-1	-5	1	-1	16	-49	4	7	-6
bovine MsrA act	-8	1	-2	-8	-3	-1	-5	-4	-1	-3	0	0
Rin1-Abl PPI inh	-3	2	3	-1	-1	-1	3	-2	1	-2	-1	3
Rpn11 inh	i	i	i	i	i	i	i	i	i	i	i	i
MsrA inh	2.1	-0.5	1.1	-0.4	-1.0	-1.7	-0.4	0.2	0.7	-0.1	0.8	-0.2

Part of the list above, with bars between the fields.
cpd | SMILES | CSN inh | E coli Lon inh | MT1-MMP act inh | FAS TE block | PABP1 MLLE inh | bovine MsrA act | Rin1-Abl PPI inh | Rpn11 inh | MsrA inh
58 | COc1ccc(-c2cc(N3C(=O)Nc4ccccc4N3O)n[nH]2)cc1 | -2 | 3 | -9 | -10 | 16 | -4 | -2 | i | 0.2
59 | COC(CNC(=O)c1ccc(Cn2c(=S)[nH]c3cc4c(cc3c2=O)OCO4)cc1)OC | 5 | 1 | -2 | -1 | -49 | -1 | 1 | i | 0.7
60 | C(=N\n1cnnc1)/c1cccs1 | -2 | 1 | -2 | -8 | 4 | -3 | -2 | i | -0.1
